Bioassay records: PubChem BioAssay, several laboratories
VLA-4 inh – inhibition in a human VLA-4 binding assay; VLA-4 expressing cells, ligand binding flow cytometry; AID 2557; 330,000 compounds, 0.2% hits; inhibition, % (about 7 µM as worked out from the volumes in the protocol); P13612; in the data active means inhibition above about 50%
procasp3 activ – activates human procaspase-3 | recombinant procaspase-3 D3A, Ac-DEVD-pNA absorbance 405 nm | activation, % at 8.5 µM | 330,000 compounds, 0.11% hits | AID 463141;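 active means activation above the mean of all tested compounds plus 3 SD, cut at about 21% in these data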;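 further: 0% = DMSO alone and 100% = DMSO wells spiked with extra 5 µM PC-3 D3A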
Target sequence (P42574 whole entry D9A/D28A/D175A): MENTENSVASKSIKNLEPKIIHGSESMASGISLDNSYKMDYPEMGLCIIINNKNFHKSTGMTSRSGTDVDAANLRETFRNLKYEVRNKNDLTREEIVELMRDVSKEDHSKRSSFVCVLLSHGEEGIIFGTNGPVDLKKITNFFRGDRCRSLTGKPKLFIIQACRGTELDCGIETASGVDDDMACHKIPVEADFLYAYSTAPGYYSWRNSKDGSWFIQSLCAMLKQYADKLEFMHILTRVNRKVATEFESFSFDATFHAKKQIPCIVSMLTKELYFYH
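Assay system: Procaspase-3 D3A mutant, all three cleavage aspartates alanine. Buffer or medium: Zinc-free HEPES saline buffer with Triton X-100. Times: 1 h compound preincubation, 2 h substrate hydrolysis at 25 °C. Measured by: 405 nm absorbance of p-nitroaniline, reads at 0 and 120 min. Read-out basis: percent activation relative to control range. Replicates: singlicate.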
PP1 counter – PP1-alpha (human) inhibition in PP5 counter-screen; 320,000 compounds, 0.9% hits; AID 2235; purified PP1alpha, OMFP fluorescence; inhibition, % at 6.7 µM; P62136;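 active means inhibition above the mean inhibition of all tested compounds plus 3 SD, computed separately for each screening campaign, cut at about 15% in these data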
core dimer inh – HCV core protein dimerization inhibition | 300,000 compounds, 0.33% hits | AID 1899 | inhibition, % at 5 µM | TR-FRET GST/Flag-core106 dimerization, 1536-well;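 active means inhibition above the mean of all tested compounds plus 3 SD, set per screening campaign, cut at about 45% in these data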
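assay system = GST-tagged and Flag-tagged HCV core protein residues 1-106 | controls = unlabelled core106 and no-GST-core106 wells | incubation = compound-protein-antibody incubation 4 h at 22.5 °C | probe or stimulus = Eu donor and XL665 acceptor anti-tag antibodies | read-out = % inhibition based on acceptor/donor emission ratio | signal = TR-FRET 671 and 617 nm emission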
PP5 inh – blocks human protein phosphatase 5 activity | P53041 | purified PP5c, OMFP substrate fluorescence | inhibition, % at 6.7 µM | 320,000 compounds, 0.18% hits | AID 1987;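 active means inhibition above the campaign's mean inhibition across all tested compounds plus 3 SD, cut at about 9.5% in these data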;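 further: 0% = DMSO only and 100% = 100 µM cantharidin control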
JMJD2C inh – inhibitors of human GASC-1 (JMJD2C) demethylase; Q9H3R0; GST-JMJD2C(1-420) H3K9me3 demethylation, DELFIA europium; inhibition, % at 2.35 µM; 330,000 compounds, 0.069% hits;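 active means more than half of a compound's replicate wells show inhibition beyond 50%, single wells judged on their own value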;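 further: signal counts dimethyl H3K9 product captured on neutravidin plate; 0% = median of DMSO wells and 100% = 0.3 times that DMSO median; strong numbers were not always called active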
Target sequence (Q9H3R0 1-420 limits assumed): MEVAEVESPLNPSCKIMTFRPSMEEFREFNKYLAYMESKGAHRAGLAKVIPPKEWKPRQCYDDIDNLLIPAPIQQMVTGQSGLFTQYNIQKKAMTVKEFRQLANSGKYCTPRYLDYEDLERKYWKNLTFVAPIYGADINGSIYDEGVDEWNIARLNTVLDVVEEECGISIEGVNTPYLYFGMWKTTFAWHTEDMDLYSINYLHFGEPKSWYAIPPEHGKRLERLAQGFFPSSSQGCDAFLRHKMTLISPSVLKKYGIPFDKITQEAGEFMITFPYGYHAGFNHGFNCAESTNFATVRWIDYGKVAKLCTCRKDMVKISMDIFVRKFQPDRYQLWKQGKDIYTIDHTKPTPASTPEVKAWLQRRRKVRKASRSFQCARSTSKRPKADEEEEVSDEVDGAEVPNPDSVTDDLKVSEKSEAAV
procasp7 counter – counter-screen: procaspase-7 (human) activation | activation, % at 8.5 µM | 330,000 compounds, 0.093% hits | AID 463210 | recombinant procaspase-7, Ac-DEVD-pNA absorbance 405 nm; D23A/D198A/D206A triple mutant, cannot self-cleave; scale: DMSO 0, 5 µM enzyme 100;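 active means percent activation above the screen-wide mean plus 3 SD, cut at about 25% in these data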
Target sequence (P55210 whole entry D23A/D198A/D206A): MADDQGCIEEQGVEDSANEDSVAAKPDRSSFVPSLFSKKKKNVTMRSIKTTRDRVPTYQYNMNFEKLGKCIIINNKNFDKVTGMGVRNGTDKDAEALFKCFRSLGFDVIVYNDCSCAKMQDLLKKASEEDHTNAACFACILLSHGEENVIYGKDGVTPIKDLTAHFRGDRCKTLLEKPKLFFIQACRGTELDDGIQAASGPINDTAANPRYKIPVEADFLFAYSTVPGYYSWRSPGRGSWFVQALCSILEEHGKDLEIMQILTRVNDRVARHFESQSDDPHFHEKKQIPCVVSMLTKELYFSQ
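buffer or medium = Zinc-free HEPES/NaCl buffer, pH 7.4 | material = Procaspase-7 triple mutant (PC-7 D3A) | input = 2 µM procaspase-7 mutant as dispensed | signal = Epi-absorbance of released pNA at 405 nm, two timepoints | timing = 1 h preincubation, 2 h reaction | replicates = singlicate compound testing | evaluation = % activation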
CTSL1 counter – blocks F. hepatica cathepsin L1 in PFM18AAP counter-screen; recombinant F. hepatica cathepsin L1, Z-Leu-Arg-MCA fluorescence; inhibition, % at 5.96 µM; 300,000 compounds, 0.49% hits; AID 1906;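 active means inhibition above the mean of all tested compounds plus 3 SD, set per screening campaign, cut at about 17% in these data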;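 further: 0% = plate median of test compound wells and 100% = 1 µM Z-Phe-Ala-diazomethylketone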
GRK2 inh – blocks RNA aptamer binding to human GRK2; AID 488847; bead flow cytometry, FAM-aptamer displacement from GRK2; P25098; 330,000 compounds, 0.59% hits; inhibition of aptamer binding, % at 10 µM;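 active means inhibition of aptamer binding above 40%, roughly 3 SD of noise, on plates passing a quality check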;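 further: median bead fluorescence of bound FAM aptamer so fluorescent compounds give negative values; no value below 0 was filed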
An asterisk follows results filed as active; i = inactive; . = no result given. Outcome played no part in choosing rows; 2.6% or so of the library scored in one or more.

SMILES	VLA-4 inh	procasp3 activ	PP1 counter	core dimer inh	PP5 inh	JMJD2C inh	procasp7 counter	CTSL1 counter	GRK2 inh
Cc1ccc(-n2nnnc2-c2cnc(N3CCCC3)nc2C(F)(F)F)cc1	-8.8	8.1	1.4	3.3	5.9	0.6	5.4	5.7	1.0
CC1(OC(=O)c2cccs2)C(=O)C=C2C=C3CCCN3C=C2C1=O (centres undefined)	-17.7	-14.9	11.8	33.6	5.5	-0.8	-7.8	3.3	21.0
O=S(=O)(NCc1cc(-c2ccccc2Cl)no1)c1ccc(Cl)cc1	18.3	2.1	0.2	-2.6	0.7	-0.3	4.2	0.2	1.0
COc1ccc2c(C=O)cn(C)c2c1	-5.5	9.7	0.9	-5.5	0.7	-2.8	1.6	-1.6	0.0
Cn1c2ccccc2c2cc(/C=N/NC(=O)c3ccccc3F)ccc21	-15.6	-1.6	1.7	15.7	5.0	-17.7	2.3	4.2	0.0
O=C(Nn1cnc2ccccc2c1=O)C1CCCCC1	-0.7	-5.0	-1.0	-6.1	3.4	2.1	6.1	0.8	0.0
CCNC(=O)c1ccc(C2SCC(=O)N2CCc2ccccc2)cc1 (centres undefined)	0.0	-7.6	-2.1	-11.2	-4.1	-2.6	-2.2	-8.1	17.0
NS(=O)(=O)c1ccc(NC(=O)CCC(=O)c2cccs2)cc1	-9.6	-5.0	-9.9	12.5	1.6	15.5	-13.6	-4.4	0.0
COc1ccc(-c2noc(CN(C)S(=O)(=O)c3ccc(Cl)cc3)n2)cc1OC	1.6	-2.3	5.2	2.5	-0.1	-2.9	2.3	-1.2	1.0
COc1ccc(OC)c(S(=O)(=O)N2CCC3(CC2)OCCN3S(=O)(=O)c2cccs2)c1	9.6	9.3	-0.9	0.1	0.4	-10.4	12.7	-2.6	0.0
Cc1ccccc1N1CCN(C2CCCN(C(=O)CN3CCCC3=O)C2)CC1 (centres undefined)	1.7	3.4	2.1	-3.2	2.5	-0.6	-0.7	-1.6	0.0
O=C(O)c1ccc(Cn2cnc3scc(-c4ccccc4)c3c2=O)cc1	2.9	3.9	1.6	1.4	0.0	1.4	5.8	3.2	3.0
C/C(=N\O)c1oc2ccc3c(C)cc(=O)oc3c2c1C	-22.7	-2.5	-3.6	-1.2	-1.6	12.5	-3.4	-2.6	0.0
CCNc1nc(N)nc(Oc2ccc(OCCOc3ccc(Cl)cc3Cl)nn2)n1	-8.2	3.1	-0.8	4.5	-0.6	1.5	-7.0	5.7	1.0
Cc1ccc(OCC(O)CN2C(=O)NC(C)(C)C2=O)cc1 (centres undefined)	0.6	14.3	-0.3	-0.5	-0.1	1.1	0.2	-3.4	3.0
O=C(c1ccccc1)c1ccc(OCCCCN2CCCCC2)cc1	13.6	-12.4	5.5	-10.3	2.0	3.2	-5.5	-2.3	0.0
CC(=O)C1C(c2ccc(Br)cc2)C2C(C)=NN=C2CC1(C)O (centres undefined)	2.1	10.7	-1.6	0.5	3.1	1.8	-4.6	-2.7	0.0
CC1Cc2nc(SCC(=O)N3CCN(c4ccccc4)CC3)n(C)c(=O)c2S1 (centres undefined)	-12.2	2.2	-4.8	9.8	1.8	-23.4	8.9	-5.1	0.0
COc1ccc(C(C)=O)cc1CSc1nnc(Nc2ccc(C)cc2)s1	11.8	2.3	2.1	4.3	4.8	5.2	-4.5	1.2	12.0
Cc1ccc(-c2nnc(NC(=O)Cc3ccc(F)cc3)o2)c(C)c1	-18.8	1.1	5.9	-17.8	3.7	3.0	-8.0	2.1	7.0
COc1ccc(NS(=O)(=O)c2cc([N+](=O)[O-])ccc2N/N=C\c2c(C)[nH]c3ccccc23)cc1	i	-2.8	1.6	10.8	3.1	-12.3	3.2	-0.2	0.0
CCOC(=O)c1ccc(NC(=S)NNC(=O)C2(C)CC2(Cl)Cl)cc1 (centres undefined)	-6.3	8.8	2.5	3.3	3.1	6.5	-16.3	-3.1	1.0
Cc1ccc2c(c1)N(CC(=O)NC1CCCCC1C)C(=O)CO2 (centres undefined)	0.0	-2.6	-6.5	1.4	-0.5	-14.8	8.7	8.9	0.0
COc1ccc(OC)c(NC(=O)C2CC(=O)N(CCc3ccccc3)C2)c1 (centres undefined)	0.5	5.0	-0.8	-0.3	0.9	-6.7	6.6	-2.5	1.0
COc1ccc(N2CCN(CC(=O)Nc3cc(C)on3)CC2)cc1	-100.2	8.6	3.1	-4.6	1.7	-6.2	4.0	-2.3	0.0
COc1ccc(C(=O)CC(=O)c2ccc(C)cc2)c(O)c1	-2.1	-114.0	-5.6	9.1	0.4	-5.9	-133.6	0.8	0.0
CCOC(=O)Cn1nnnc1CN(Cc1ccccc1)Cc1cc2cc(CC)ccc2[nH]c1=O	70.8*	-8.5	0.3	4.9	0.8	-3.9	-1.8	7.2	1.0
Cc1ccc(CN2CCC(Oc3cccc(C(=O)NCc4cccnc4)c3)CC2)o1	20.7	6.4	-3.9	8.7	1.8	-2.1	-6.2	-1.4	0.0
Cc1ccc2c(c1)sc1nc(=O)n(-c3ccccc3)c(=O)n12	-64.6	0.1	-3.9	-4.0	2.5	-9.8	-8.5	-0.2	5.0
O=C(c1ccc(C(F)(F)F)cc1)C1CCCN(C(=O)CN2C(=O)CSC2=O)C1 (centres undefined)	2.2	-3.4	0.0	-2.4	1.5	18.7	-1.5	4.0	3.0
COC(=O)c1cc2cc(OC)ccc2n1C	-4.1	-0.1	2.5	.	3.6	7.8	-3.0	.	3.0
O=C1CCC(C(=O)OCc2nnc(-c3ccc(Br)cc3)o2)=NN1	-7.1	-2.0	-3.3	.	-0.2	.	16.6	.	1.0
Cc1ccc(S(=O)(=O)Nc2ccc3cn[nH]c3c2)cc1C	-2.5	2.4	.	.	.	7.2	13.1	.	1.0
CCC(C)[C@H](NC(=O)N1CCC(C)CC1)C(=O)OC (some centres undefined)	15.6	-7.6	1.9	-1.4	-0.7	-1.6	-5.2	-1.4	11.0
CCN(CC)C(=O)CSc1ncnc2sc(-c3ccccc3)cc12	6.5	-6.7	-2.9	5.5	6.6	-38.7	-3.5	2.3	2.0
O=C(Cc1ccccc1)Nc1cc(C(=O)c2ccccc2)ccc1N1CCOCC1	-10.0	3.3	1.0	0.6	1.2	1.4	5.5	0.1	0.0
CCCc1cc(C(=O)Nc2ccccc2C(=O)OC)no1	-19.6	4.7	0.8	7.6	3.5	4.4	-7.3	-0.3	0.0
COc1cc(Cl)c(C)cc1NC(=O)c1ccc(S(C)(=O)=O)cc1	-14.6	8.5	-4.4	-1.3	-1.9	-0.2	3.4	4.7	1.0
C=CCC(COCc1ccccc1)NS(=O)(=O)c1ccccc1Br (centres undefined)	-5.6	-5.2	4.2	-11.5	-1.9	-10.9	-4.9	-4.9	1.0
Cc1ccc(NC(=O)CN(C)S(=O)(=O)c2cccc3nsnc23)cc1C	3.8	-0.1	3.7	5.3	5.5	-11.3	2.9	2.1	2.0

Entries listed above that bear a hit mark in VLA-4 inh:
molecule	VLA-4 inh	procasp3 activ	core dimer inh	PP5 inh	JMJD2C inh	GRK2 inh
CCOC(=O)Cn1nnnc1CN(Cc1ccccc1)Cc1cc2cc(CC)ccc2[nH]c1=O	70.8*	-8.5	4.9	0.8	-3.9	1.0

Continuation.
SMILES	VLA-4 inh	procasp3 activ	PP1 counter	core dimer inh	PP5 inh	JMJD2C inh	procasp7 counter	CTSL1 counter	GRK2 inh
Cc1ccc(-c2cc(=O)[nH][nH]2)c(C)c1	7.7	-5.2	-2.1	2.9	-0.1	15.0	-4.6	-0.8	0.0
CC(C)C(NS(=O)(=O)c1ccc(Br)s1)C(=O)O (centres undefined)	-8.4	4.7	2.0	-7.1	1.9	-0.8	2.1	-2.0	11.0
O=C(/C=C/c1cccc([N+](=O)[O-])c1)NCCc1ccc(F)cc1	7.9	-2.5	3.9	3.5	1.5	-2.7	-7.2	-1.0	0.0
CC(C)(C)C1CCc2c(sc(NC(=O)c3cc(C4CC4)on3)c2C#N)C1 (centres undefined)	-4.7	1.1	-0.3	20.9	-1.2	11.1	11.2	5.7	0.0
C=CCn1c(SCC(=O)Nc2sc3c(c2C#N)CCC3)nnc1C1COc2ccccc2O1 (centres undefined)	9.7	2.8	14.3	47.1*	0.9	7.2	-16.6	2.4	0.0
Cc1[nH]c2ccc(Br)cc2c(=O)c1CN1CCCCC1	2.9	2.4	-2.2	-6.5	1.6	3.5	0.6	-3.5	0.0
O=C(C1=C(O)C(=O)N(CC2CCCO2)C1c1ccccc1)c1ccco1 (centres undefined)	4.9	-3.3	-3.0	5.3	2.3	-35.1	-10.1	0.6	1.0
CN(C)S(=O)(=O)c1ccc2oc(SCC(N)=O)nc2c1	-7.1	-1.2	-11.0	3.0	-3.6	-0.1	10.9	0.1	1.0
CC(=O)c1cccc(OCc2cc(C(=O)N(C)CCC3CCOCC3)no2)c1	-90.6	4.9	-2.7	3.9	2.6	2.1	-7.1	0.2	0.0
C/C(=N/NC(=O)c1ccco1)c1ccc(NC(=O)c2ccc(Br)o2)cc1	-15.6	1.7	-2.0	-15.9	1.0	11.0	11.7	2.1	5.0
COCCN(CCOC)C(=O)c1sc2nc(-c3ccccc3)cn2c1C	9.2	-8.0	-4.9	-2.3	2.9	1.0	10.2	-1.7	0.0
Cn1c(=O)cc(N2CCc3ccccc32)[nH]c1=O	0.0	-2.0	-3.2	-19.3	2.9	15.9	0.7	0.0	1.0
COc1cccc(CN2CCN(Cc3ccc(C)o3)CC2CCO)c1 (centres undefined)	9.1	-1.9	-2.0	-1.7	0.2	-4.4	3.8	-1.9	0.0
CN(C(=O)c1ccco1)c1nc(CC(=O)Nc2ccccc2)cs1	3.9	5.5	-3.0	0.5	2.2	6.9	2.3	-5.5	2.0
CN(C)CCCNC(=O)CCc1nc2ccccc2c(=O)[nH]1	9.7	7.0	-2.5	-4.1	0.3	2.6	9.0	3.0	1.0
COc1ccccc1/C=C1/C(=O)ON=C1C	18.2	-5.2	-1.9	-3.1	2.7	10.3	-1.1	-3.6	0.0
CNC(=O)[C@@]1(Cc2ccccc2)C=C[C@@H](C)N1C(=O)OC	-3.9	-0.8	-1.6	-3.0	-0.9	-0.4	1.3	-4.0	2.0

Single records (already shown):
O=C(C1=C(O)C(=O)N(CC2CCCO2)C1c1ccccc1)c1ccco1 (centres undefined) reads VLA-4 inh: 4.9; procasp3 activ: -3.3; PP1 counter: -3.0; core dimer inh: 5.3; PP5 inh: 2.3; JMJD2C inh: -35.1; procasp7 counter: -10.1; CTSL1 counter: 0.6; GRK2 inh: 1.0
CN(C)CCCNC(=O)CCc1nc2ccccc2c(=O)[nH]1 reads VLA-4 inh: 9.7; procasp3 activ: 7.0; PP1 counter: -2.5; core dimer inh: -4.1; PP5 inh: 0.3; JMJD2C inh: 2.6; procasp7 counter: 9.0; CTSL1 counter: 3.0; GRK2 inh: 1.0
